Screening data from PubChem BioAssay.
HSP90 refold inh – HSP90 refolding inhibition in rabbit reticulocyte lysate | luciferase refolding luminescence, 3 h | 290,000 compounds, 0.91% hits | inhibition, % at 5.6 µM;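 active = inhibition above the screen-wide mean plus 3 SD, computed separately per campaign, cut at about 16% in these data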;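 note: 0% = DMSO wells and 100% = 60 µM geldanamycin wells; inhibitors lower the luminescence because luciferase stays unfolded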
PolyA inhibitor – inhibitors of polyadenylation in S. cerevisiae. 300,000 compounds, 0.02% hits. S. cerevisiae SKY197-pL101 polyadenylation reporter, beta-gal luminescence; efflux-impaired pdr1/pdr3 knockout yeast; score 100 = 6 SD above DMSO. calls only at 12 µM;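 active = lowest replicate activity score at least 50, where 100 means six control SD above control mean; inconclusive = lowest score under 50 but half or more replicates reach 50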;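 note: yeast exposed to compound for 9 h at 30 °C; higher score means more reporter readthrough which indicates perturbed polyadenylation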
GSK3beta inhib – human GSK3beta kinase inhibition | 300,000 compounds, 0.038% hits | P49841 | GST-GSK3beta kinase, ADP-Glo luminescence, 60 min; hits give low values | activity score (negative = inhibition), % at 10 µM;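 active = more than half of replicate wells score below -50%, meaning over 50% inhibition versus plate controls; inconclusive = some replicates but at most half score below -50%; inactive = no replicate scores below -50%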;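 note: 0% = median DMSO wells and -100% = median GW8510 positive control wells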
Target sequence (P49841 whole entry, looked up): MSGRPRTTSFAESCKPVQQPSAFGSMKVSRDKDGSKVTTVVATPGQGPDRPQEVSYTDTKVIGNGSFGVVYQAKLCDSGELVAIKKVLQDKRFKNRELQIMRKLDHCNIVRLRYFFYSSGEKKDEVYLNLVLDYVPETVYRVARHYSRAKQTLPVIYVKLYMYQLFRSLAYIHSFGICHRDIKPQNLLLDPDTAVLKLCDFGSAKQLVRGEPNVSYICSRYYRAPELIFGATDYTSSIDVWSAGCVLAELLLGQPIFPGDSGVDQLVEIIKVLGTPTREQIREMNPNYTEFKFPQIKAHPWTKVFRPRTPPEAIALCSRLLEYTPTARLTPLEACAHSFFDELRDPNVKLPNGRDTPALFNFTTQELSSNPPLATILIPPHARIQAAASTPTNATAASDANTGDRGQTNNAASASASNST
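Test system – GST-tagged human GSK3beta kinase, cell-free · Incubation – 60 min enzyme reaction, room temperature · Signal – ADP-Glo luminescence · Also added – peptide substrate and ATP at 25 µM · Controls – DMSO neutral wells and GW8510 at 20 µM as positive · Buffer or medium – Tris/MgCl2 kinase buffer · Measure – Luminescence-derived activity versus plate DMSO and GW8510 wells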
AI-2 QS modul – modulators of Vibrio harveyi AI-2 quorum sensing system | Vibrio harveyi JMH597 AI-2 luminescence/OD600 ratio, 9 h; hits give low values; strain lacks LuxN and CqsS sensors; 0 = neutral-control median | activity change, % at 7.5 µM | 300,000 compounds, 0.4% hits | AID 2094; in the data active = activity change below about -75%, passing the limit was not always enough; inconclusive = no clear call, values can overlap the other calls;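 note: luminescence divided by OD600 gain over 9 h not by final OD600 alone; inactives centre near 13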
HSF1 inhib – HSF1 inhibition. NIH3T3-HGL HSE-luciferase, MG132-induced, luminescence 8 h; hits give low values. activity change, negative = inhibition, % at 7.5 µM (by protocol). 300,000 compounds, 0.77% hits;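 active = more than half of replicate wells show activity change below -50%, luminescence cut by over half; inconclusive = some wells, but at most half, below -50%; inactive = no replicate well below -50%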;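 note: luciferase reports HSF-1 transcriptional activity via heat shock element; 0% = median of DMSO wells and -100% = zero luminescence signal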
HDAC3 inh – blocks human histone deacetylase 3. 320,000 compounds, 0.15% hits. O15379. recombinant HDAC3, fluorogenic peptide/trypsin coupled, fluorescence. inhibition, % at 8.3 µM; in the data active = inhibition above about 26%, passing the limit was not always enough; inconclusive = no clear call, values can overlap the other calls
Platelet DG rel – platelet dense granule release activity. human platelet-rich plasma, SFLLRN dense granule ATP release, luminescence. inhibition, %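 (compounds screened at 7.5 µM in platelet-rich plasma)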. 300,000 compounds, 0.22% hits. AID 1663;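 active = mean replicate score, as percent of positive control, at or above 50; inconclusive = mean below 50 but at least one replicate at or above 50; inactive = mean and every replicate below 50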
GSK3A inh – inhibitors of human GSK-3 alpha kinase; P49840; ADP-Glo luminescence, 60 min; inhibition, % at 10 µM; 320,000 compounds, 0.1% hits; AID 2650;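 in the data active = inhibition above about 50%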;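 note: GST-tagged GSK-3 alpha with peptide substrate and 25 µM ATP; 0% = DMSO neutral wells and 100% = GW8510 positive control wells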
Target sequence (P49840 whole entry, looked up): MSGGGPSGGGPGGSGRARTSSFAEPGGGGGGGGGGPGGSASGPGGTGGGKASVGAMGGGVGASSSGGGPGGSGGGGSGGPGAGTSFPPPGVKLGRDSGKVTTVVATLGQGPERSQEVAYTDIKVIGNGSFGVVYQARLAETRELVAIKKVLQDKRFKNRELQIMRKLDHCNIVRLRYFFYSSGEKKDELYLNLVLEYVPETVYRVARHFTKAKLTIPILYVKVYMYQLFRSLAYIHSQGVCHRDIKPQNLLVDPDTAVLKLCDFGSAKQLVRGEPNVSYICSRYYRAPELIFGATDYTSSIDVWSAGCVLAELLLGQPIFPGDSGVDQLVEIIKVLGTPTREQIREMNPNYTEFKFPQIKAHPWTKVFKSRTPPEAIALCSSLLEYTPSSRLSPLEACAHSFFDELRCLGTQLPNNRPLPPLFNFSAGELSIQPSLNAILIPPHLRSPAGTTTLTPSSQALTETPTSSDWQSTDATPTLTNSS
DYRK1A inh – inhibitors of rat Dyrk1A kinase. ADP-Glo luminescence, NFATc1 peptide. Q63470. 310,000 compounds, 0.43% hits. AID 504441. inhibition, % at 12.5 µM; in the data active = inhibition above about 50%;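 note: plate controls were vehicle with enzyme for no effect and no enzyme for full effect; many of its hits are not listed in these tables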
HSF-1 act – increases HSF-1 driven luciferase reporter signal; AID 504408; 300,000 compounds, 1.7% hits; activation, % at 9 µM; NIH3T3-HGL HSF-1 luciferase reporter, MG132, 8 h; 100% = twice DMSO control signal;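 active = mean replicate activation of at least 50% with a set share of replicates each reaching 50%; inconclusive = only one of those two conditions met; inactive = mean below 50% and too few replicates reaching it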;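 note: 0% = median of the neutral control wells and 100% = twice that signal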
* marks the source's active call; other numbers are inactive results; i = inactive; ? = inconclusive; . = no result given. Some of the compounds tested; rates above refer to the full screens.

SMILES	HSP90 refold inh	PolyA inhibitor	GSK3beta inhib	AI-2 QS modul	HSF1 inhib	HDAC3 inh	Platelet DG rel	GSK3A inh	DYRK1A inh	HSF-1 act
CC(=O)c1ccc([C@H]2C[C@@]34CN(C(=O)OC(C)(C)C)S(=O)(=O)[C@H]3C[C@H]2O4)cc1	.	i	4	20	-1	2	-6	3	0	3
C=C1CCN(c2ccc(C(=O)NCc3ccccc3)cc2[N+](=O)[O-])CC1	0	i	0	8	0	4	-1	0	2	7
Cc1cc(C(=O)Nc2ccc3nc(C)sc3c2)c2ccccc2n1	5	i	-7	3	3	-4	-2	6	6	35
CNC(=O)c1ccc(Nc2nnc(-c3ccc(C(N)=O)cc3)c3ccccc23)cc1	-3	i	5	25	-3	-6	6	0	5	-15
CCOC(=O)Cc1cnc(NC(=O)CSc2nc(C(C)C)cc(=O)[nH]2)s1	5	i	2	-13	-6	6	-10	-2	-6	3
COCCNC(=O)C(=O)N/N=C(\C)CC(=O)Nc1cccnc1	4	i	-1	23	2	-8	-40	-6	.	3
COc1ccc(COC(=O)C2=C(C)NC(=O)NC2c2ccc(F)cc2)cc1 (stereo not drawn)	0	i	-6	-18	-6	6	20	7	22	11
COCCn1c(=O)[nH]c2cc(C(=O)N3CCN(c4cccc(C)c4C)CC3)ccc2c1=O	2	i	.	.	-4	-4	0	-1	4	-1
COc1ccc(-c2nc(-c3ccccc3)c(-c3cc([N+](=O)[O-])ccc3C)[nH]2)cc1OC	7	i	0	25	-10	21	-8	-5	-7	-16
O=C(O)CS(=O)CC(=O)NCc1cccc(C(F)(F)F)c1 (stereo not drawn)	-2	i	0	5	-5	2	3	-1	0	7
Cc1ccnc(NC(=O)COC(=O)C23CC4CC(CC(C4)C2)C3)n1	-4	i	1	15	-3	1	6	0	-3	0
COc1ccc(CCNC(=O)c2cnc3n(c2=O)CCS3)cc1OC	-3	i	6	6	3	10	1	-1	2	-9
O=C(Nc1ccc(F)cc1F)c1ccc2c(c1)[nH]c(=O)n2Cc1ccc(F)cc1	2	i	1	3	-1	-1	2	-2	.	9
Cn1c(SCC(=O)Nc2ccc(N3CCOCC3)cc2)nnc1-c1ccccc1F	-3	i	0	9	3	-7	14	0	4	2
CNC(=O)c1c(C)[nH]c(=S)c(C#N)c1-c1ccco1	0	i	2	22	-3	13	9	4	2	2
O=[N+]([O-])c1cc(/C=N/N2CCN(Cc3ccccc3)CC2)ccc1Cl	1	i	0	14	8	?	-1	-2	-2	20
COc1cc(OC)cc(C(=O)N[C@H](C(=O)OCC(=O)Nc2ccc(C(N)=O)cc2)C(C)C)c1	2	i	-3	15	-4	3	5	.	1	-5
N=c1c(C(=O)NCc2ccc(F)cc2)cc2c(=O)n3ccccc3nc2n1CCCN1CCOCC1	2	.	.	.	.	-135	.	-2	2	.
COc1cccc(-c2ccc3nnc(SCC(=O)N4CCOCC4)n3n2)c1	.	i	-7	18	-2	2	1	2	-6	7
OCCC1CN(Cc2ccc(-c3ccco3)cc2)CCN1Cc1ccsc1 (stereo not drawn)	1	i	5	2	-4	-8	1	-2	4	3
Cc1nnc(-c2cccc(Br)c2)c2cn(-c3ccc(Br)cc3)nc12	3	i	-2	29	-2	-3	0	0	-2	2
CCOC(=O)C1=C(O)C(=O)N(Cc2cccnc2)C1c1ccc(C)cc1 (stereo not drawn)	-8	i	2	9	2	7	1	1	-2	-2
C=CCN1C(=O)C2(OCCO2)c2cc(C)ccc21	1	i	-3	14	1	-4	-2	-1	4	-15
CCc1cc2cc(C)ccc2nc1SCC(=O)N1CC(=O)Nc2ccccc21	3	i	-20	26	8	9	-2	-3	-1	34
CCn1c(SCC(=O)NCCc2ccc(F)cc2)nnc1-c1cccs1	1	i	-4	-7	6	0	-4	3	-1	2
O=C1COc2ccc(C(=O)COC(=O)CNC(=O)c3ccco3)cc2N1	4	i	0	5	0	6	-3	3	-1	-2
O=C(Nc1cc(S(=O)(=O)N2CCOCC2)ccc1N1CCOCC1)c1cc(=O)[nH]c2ccccc12	-1	i	-2	5	12	0	4	1	-1	15
O=C(NCc1nc2ccccc2[nH]1)C1=C[C@H](c2ccc(Br)cc2)C[C@H](OCc2ccc(CO)cc2)O1	7	i	1	23	-3	3	-1	2	-7	-3
O=C(NCCc1ccc2c(c1)OCO2)C1CCN(S(=O)(=O)c2ccc(Cl)cc2)CC1	0	i	-1	17	-5	-3	6	0	-3	11
O=C(Nc1cccc(-c2cn3cccnc3n2)c1)Nc1ccccc1F	-3	i	-5	21	10	7	5	-3	21	29

Ordered by value in HSP90 refold inh (ascending): 5 of the compounds above
SMILES	HSP90 refold inh	PolyA inhibitor	GSK3beta inhib	AI-2 QS modul	HSF1 inhib	HDAC3 inh	Platelet DG rel	GSK3A inh	DYRK1A inh	HSF-1 act
O=C(Nc1cccc(-c2cn3cccnc3n2)c1)Nc1ccccc1F	-3	i	-5	21	10	7	5	-3	21	29
C=CCN1C(=O)C2(OCCO2)c2cc(C)ccc21	1	i	-3	14	1	-4	-2	-1	4	-15
Cc1nnc(-c2cccc(Br)c2)c2cn(-c3ccc(Br)cc3)nc12	3	i	-2	29	-2	-3	0	0	-2	2
O=C1COc2ccc(C(=O)COC(=O)CNC(=O)c3ccco3)cc2N1	4	i	0	5	0	6	-3	3	-1	-2
O=C(NCc1nc2ccccc2[nH]1)C1=C[C@H](c2ccc(Br)cc2)C[C@H](OCc2ccc(CO)cc2)O1	7	i	1	23	-3	3	-1	2	-7	-3

One compound at a time (already shown):
O=[N+]([O-])c1cc(/C=N/N2CCN(Cc3ccccc3)CC2)ccc1Cl across the screens: HSP90 refold inh = 1; PolyA inhibitor = i; GSK3beta inhib = 0; AI-2 QS modul = 14; HSF1 inhib = 8; HDAC3 inh = ?; Platelet DG rel = -1; GSK3A inh = -2; DYRK1A inh = -2; HSF-1 act = 20
Cc1nnc(-c2cccc(Br)c2)c2cn(-c3ccc(Br)cc3)nc12 across the screens: HSP90 refold inh = 3; PolyA inhibitor = i; GSK3beta inhib = -2; AI-2 QS modul = 29; HSF1 inhib = -2; HDAC3 inh = -3; Platelet DG rel = 0; GSK3A inh = 0; DYRK1A inh = -2; HSF-1 act = 2
O=C(NCCc1ccc2c(c1)OCO2)C1CCN(S(=O)(=O)c2ccc(Cl)cc2)CC1 across the screens: HSP90 refold inh = 0; PolyA inhibitor = i; GSK3beta inhib = -1; AI-2 QS modul = 17; HSF1 inhib = -5; HDAC3 inh = -3; Platelet DG rel = 6; GSK3A inh = 0; DYRK1A inh = -3; HSF-1 act = 11

Carrying on:
SMILES	HSP90 refold inh	PolyA inhibitor	GSK3beta inhib	AI-2 QS modul	HSF1 inhib	HDAC3 inh	Platelet DG rel	GSK3A inh	DYRK1A inh	HSF-1 act
COc1ccc(/C=N/NC(=O)Cn2cc(C(F)(F)F)ccc2=O)cc1	6	i	2	-17	0	5	4	-2	-2	4
O=c1oc2cc(OCCO)ccc2c2c1CCCC2	1	i	-2	-2	1	-40	0	3	13	13
CN(C)c1ccc(N=Nc2ccc(S(N)(=O)=O)cc2)cc1	0	i	2	23	33	-10	8	-2	1	32
CCCCC(OC(=O)c1ccco1)C(=O)NCc1ccc(C)cc1 (stereo not drawn)	-5	i	0	35	14	5	2	-2	0	15
COc1ccccc1N1CCN(C(=O)c2onc(C)c2Cl)CC1	-2	i	-2	12	-2	-6	-1	0	5	-3
Cc1ccc(NC(=O)/C(=C\c2ccccc2)NC(=O)c2ccco2)cc1	4	i	2	6	0	-1	8	1	-1	9
COc1cc(C(=O)OCC(=O)Nc2ccc(F)cc2F)cc(OC)c1OC	1	i	5	18	-11	1	0	4	-5	6
CCOC(=O)C1CCN(CC(C)(C)NS(=O)(=O)c2ccc(Cl)cc2)CC1	3	i	-1	9	-6	0	-3	-1	1	-1
O=C(CNCCO)NC12CC3CC(CC(C3)C1)C2	-3	i	1	18	2	0	1	5	-4	-4
COc1ccc(S(=O)(=O)NCc2ccccn2)cc1OC	1	i	-1	24	1	-3	0	-2	3	-1
O=C(CN1CCOCC1)n1c2ccccc2c2ccccc21	-2	i	0	4	2	-5	2	-2	14	-10
COc1cccc(NS(=O)(=O)c2ccc3[nH]cc(C(=O)NC4CC4)c(=O)c3c2)c1	-1	i	0	6	5	.	1	.	-6	10
CC(C)c1ccc(C(=O)NCCCN2CCOCC2)cc1	-1	i	2	15	-5	-6	3	1	-2	11
COc1ccc(S(=O)(=O)N2CCC(N3CCN(c4ccccc4OC)CC3)CC2)cc1	2	i	4	11	-2	3	7	-1	-5	0
O=C(c1ccc(Cl)cc1Cl)N1CCN(c2ccc(N3CCOCC3)nn2)CC1	.	i	1	15	-10	-7	0	-5	-6	-2
COCCCNC(=O)C1CC(=O)N(C2CCCC2)C1 (stereo not drawn)	4	i	-1	9	.	-4	-8	-1	-13	.
CC[C@H]1OC(=O)[C@H](C)[C@@H](O[C@H]2C[C@@](C)(OC)[C@@H](O)[C@H](C)O2)[C@H](C)[C@@H](O[C@@H]2O[C@H](C)C[C@H](N(C)C)[C@H]2O)[C@](C)(O)C[C@@H](C)[C@@H]2N[C@@H](COCCOC)O[C@H]([C@H]2C)[C@]1(C)O	4	i	-1	21	-3	-3	13	-4	9	-11
Cc1nc(-c2ccccc2)cs1	-1	i	3	28	-4	-5	2	-2	3	-6
Cn1c(=O)c2c(nc(NCCNC(=O)c3ccco3)n2Cc2ccccc2F)n(C)c1=O	2	i	0	5	-5	-5	2	0	-7	-1
CCc1ccc(CN2C(=O)CCC2(C)C(=O)NC2CCCC2)cc1 (stereo not drawn)	-2	i	-1	39	-25	0	-9	-2	2	-39
Cc1nc(-c2ccccc2)sc1C(=O)CSc1ccc(F)cc1	-1	i	0	-21	8	-3	-3	-3	.	9
CC(=O)N1CCOc2ccc(S(=O)(=O)N3CCC(C(=O)Nc4ccc(C)c(C)c4)CC3)cc21	-4	i	3	11	1	3	-2	0	-2	2
O=C(Nc1ccc(N2CCCCC2)cc1)c1cc([N+](=O)[O-])cc([N+](=O)[O-])c1	4	i	0	8	-1	-1	2	0	5	-7
CCOC(=O)c1[nH]c(C)c(/C(O)=C2\C(=O)C(=O)N(CCN3CCOCC3)C2c2ccco2)c1C (stereo not drawn)	-4	i	-2	20	5	1	1	-3	2	21
Cc1ccc(NC(=O)CN2CCc3ccccc3C2)cc1	2	i	-4	6	-1	-6	5	-6	2	-8
O=C(Nc1ncc2c(n1)CC(c1ccco1)CC2=O)c1ccco1 (stereo not drawn)	9	i	0	21	5	13	?	-1	5	24
COc1ccc(CCNC(=O)C/C(C)=N/NC(=O)c2cnccn2)cc1	-4	i	4	26	2	-1	2	-2	1	7
